Screening results (PubChem BioAssay)
ATXN2 expr inh – inhibitors of ATXN2 expression. 0.72% of 360,000 active. Potency, µM (series often up to 57 µM), inactives show at the top dose activity change, negative = inhibition, usual class: inhibitors. HEK-293 ATXN2-luciferase reporter, luminescence, 24 h; note: potency is the fitted concentration of half-maximal effect; % is set by controls: 0 for no effect and ±100 for the full control effect; nearly all actives have a fitted effect of over 55% in size
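ATXN2-luciferase reporter cells (luciferase flanked by upstream and downstream ATXN2 gene portions) were treated 24 h at 37 °C with compounds at up to 57 uM. SteadyGlo luminescence gave expression; GF-AFC fluorescence gave viability.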
SW480 rereplic – inducers of DNA re-replication in SW480 colon cancer cells; Potency, µM (series often up to 46.1 µM), for the others: at the top dose re-replication activation, usual class: activators; SW480 DNA re-replication, Hoechst DNA content imaging, 48 h; AID 624297; 1.8% of 340,000 active; note: potency is the fitted concentration of half-maximal effect; % of control where 0% means no effect; nearly all actives have a fitted effect of over 55% in size
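First, 250 cells per well were seeded. Next, compound or vehicle (23 nL) was pinned in, plates sat 48 hr at 37 C. Finally Hoechst was added for 40 min before fluorescence scanning.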
KB-3-1 tox – KB-3-1 parental cell cytotoxicity; AID 1347075; Potency, µM (series often up to 46.1 µM), for inactives: at the highest dose activity change, negative = cytotoxic, usual class: cytotoxic; KB-3-1 viability, CellTiter-Glo ATP luminescence, 72 h; 1.4% of 400,000 active; note: potency is the fitted concentration of half-maximal effect; % is set by controls: 0 for no effect and ±100 for the full control effect; nearly all actives have a fitted effect of over 60% in size
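KB-3-1 parental drug-naive adenocarcinoma cells in DMEM/10% FBS, incubated 72 h at 37 C with pin-transferred compounds across a concentration series. Viability by CellTiter-Glo luminescence; concentration-response curves fitted after normalization.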
HT1080 IDH1KD tx – toxicity to HT-1080 IDH1 knockdown cells (counter line) | HT-1080 IDH1 knockdown viability, ATP luminescence, 48 h | Potency, µM (series often up to 46.1 µM), without a hit: top-dose activity, negative = toxicity, most hits filed as cytotoxic | 2% of 360,000 active;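 note: potency is the fitted concentration of half-maximal effect; 0% = DMSO wells and -100% = cell-free medium wells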
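In this qHTS, HT-1080 cells depleted of IDH1 are exposed for 48 h at 37 °C to compound titrations. Toxicity is scored from CellTiter-Glo luminescence, with DMSO as full viability and medium alone as none.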
HT1080-NT tox – kills 2HG-producing HT-1080-NT fibrosarcoma cells. 1.6% of 360,000 active. HT-1080-NT fibrosarcoma viability, CellTiter-Glo ATP luminescence, 48 h. AID 686970. Potency, µM (titrated, usually from 46.1 µM), for inactives: top-dose activity, negative = less viability, actives largely listed as cytotoxic;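 note: NT is the 2HG producing partner of a matched IDH1 knockdown line; potency is the fitted concentration of half-maximal effect; 0% = DMSO-treated cells and -100% = media-only wells without cells; nearly all actives have a fitted effect of over 55% in size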
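750 cells/well, RPMI + 5% FBS; 2 h settle, compound pin-transfer, 48 h at 37 degrees C. CellTiter-Glo 10 min RT, luminescence. Normalized to DMSO and media-only wells.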
HepG2 viability – counter-screen for TGF-b inhibitors: cytotoxicity in HepG2 cells. HepG2 CAGA-GFP viability, ATP luminescence, 18 h. Potency, µM (titrated, usually from 46.1 µM), for the others: at the highest dose activity change, negative = cytotoxicity, usual class: cytotoxic. 0.76% of 410,000 active. AID 588856; note: potency is the fitted concentration of half-maximal effect; some results filed as inactive show a strong effect at the top dose
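HepG2 CAGA-GFP cells (1000/well, DMEM with 1% FBS) received compound, then TGF-beta at 500 pg/mL final, and were incubated 18 hours at 37 degrees C. Viability was read by CellTiter-Glo luminescence. Media-only wells were set as complete cell-killing and DMSO as no toxicity.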
ATXN viability – viability counter-screen for ATXN expression inhibitors | S2 cells (HEK-293 line with an ATXN2-luciferase reporter) viability, CellTiter-Fluor protease fluorescence, 24 h | Potency, µM (top dose mostly 56.7 µM), actives largely listed as cytotoxic | 0.49% of 400,000 active; note: potency is the fitted concentration of half-maximal effect; nearly all actives have a fitted effect of over 40% in size
MCF10A rerep – inducers of DNA re-replication in MCF 10A breast cells | Potency, µM (top dose mostly 46.1 µM), inactives show at the highest dose activity, positive = re-replication, usual class: activators | MCF 10A DNA re-replication, Hoechst nuclear intensity, 48 h | AID 624296 | 2.9% of 350,000 active; note: potency is the fitted concentration of half-maximal effect; % of control where 0% means no effect; nearly all actives have a fitted effect of over 50% in size
IL1B secr inh – inhibitors of inflammasome signaling (IL-1 beta secretion) | THP-1 LPS/ATP IL-1B secretion, AlphaLISA, 16 h; hits give low values | activity change, % at 57.5 µM | 4.7% of 360,000 active | AID 743279; in the data active = activity change below about -50%; inconclusive = mostly about -30% to -49%; note: % is set by controls: 0 for no effect and ±100 for the full control effect
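Secreted IL-1B measured by AlphaLISA bead assay after 16 h compound exposure of THP-1 cells; compounds (final up to 57.5 uM) added 1 h before LPS (250 ng/mL) and ATP (1.25 mM) stimulation; lower signal means less secretion.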
The depositor's hits bear a star; i = inactive; ? = inconclusive; . = not tested or not shown; & = joins results of further samples; [ ] = another dose, or the depositor's remark. Unless noted, calls come from the whole dose curve; as a rule, active = well fitted curve in the direction sought with a large enough effect; inconclusive = small, poorly fitted or top-dose-only effect, or another doubt; inactive = no such curve, though single readings can be large; an effect the other way counts as inactive or inconclusive.

Values run as follows: HT1080 IDH1KD tx	MCF10A rerep	HepG2 viability	KB-3-1 tox	ATXN2 expr inh	ATXN viability	HT1080-NT tox	IL1B secr inh	SW480 rereplic
Cc1cc(S(=O)(=O)N2CCCC2)ccc1OCC(=O)NCc1ccccc1
→ -8%	0%	-14%	-8%	-13%	i	-19%	7	0%
O=Cc1cn(CCOc2ccccc2F)c2ccccc12
→ -11%	-1%	-32%	-19%	.	i	-7%	-21	-7%
O=C(NCCOc1ccccc1)C(=O)c1c[nH]c2ccccc12
→ 12%	5%	-60%	-1%	.	i	8%	1	-3%
COc1ccc2nc(C)cc(N/N=C/c3ccc(F)cc3)c2c1
→ 4.6µM*	23µM*	5µM*	26µM*	?	?	2.9µM*	-99*	16µM*
COc1ccccc1N(CC(=O)NCCSc1ccccc1)S(=O)(=O)c1ccccc1
→ -4%	20%	-36%	.	1%	?	7%	-14	2%
Cc1cccc(N(C)C(=O)c2cc(S(=O)(=O)N3CCc4ccccc43)cn2C)c1
→ -13%	?	-17%	?	3%	i	2%	-6	-1%
Cc1cc2cc(CNC(=S)NC3CCCCC3)ccc2[nH]1
→ -8%	11%	-7%	-3%	.	?	4%	-8	-38%
O=C(N/C=N/OCc1ccc(Cl)cc1Cl)NOCc1ncc(C(F)(F)F)cc1Cl
→ 26µM*	?	-95%	?	-23%	i	?	-14	2%[9.22 µM]
N#CC(c1ccc(Cl)nn1)c1c(F)cccc1Cl (configuration not stated)
→ -7%	7%	-1%	-3%	-22%	i	-13%	-15	4%
O=C(c1ccc2c(c1)OCO2)N1CCN(c2ccc(C(F)(F)F)cn2)CC1
→ -1%	-3%	-22%	0%	-20%	?	1%	0	-6%
COCCOC(=O)c1c(NC(=O)COC(=O)c2ccc(C)o2)sc(C(N)=O)c1C
→ 5%	21%	11%	0%	.	?	-1%	10	-11%
O=C(N/N=C/c1ccc([N+](=O)[O-])cc1)c1cccc2cc[nH]c12
→ -4%	4%	-5%	5%	.	i	-1%	-12	-190%[inhibitor]
CC(=O)c1cccc(NC(=O)Nc2ccc(C)cc2)c1
→ 15%	19%	-2%	0%	51%[activator]	i	15%	-11	-4%
Cc1ccc(N(CC(=O)Nc2cccc(N(C)S(C)(=O)=O)c2)S(C)(=O)=O)cc1
→ -8%	-6%	-22%	?	-3%	i	2%[9.24 µM]	0	-2%
COc1cccc(-c2csc(N3CCN(C(=O)NC45CC6CC(CC(C6)C4)C5)CC3)n2)c1
→ ?	?	-51%	-26%	-30%	i	-23%	-10	?
COc1ccc(N2CCN(c3cc(C(=O)Nc4cc(OC)c(OC)c(OC)c4)ncn3)CC2)cc1OC
→ ?	.	-5%	?	-24%	i	?	34	.
NC(=O)C1CCCN1 (configuration not stated)
→ 14%	1%	14%	18%	-17%	i	17%	26	-7%
CCCCC1(C)OC(=O)C(=Cc2ccc(-c3ccc(Cl)c(C(=O)O)c3)o2)C(=O)O1 (configuration not stated)
→ 9%	0%	-16%	16%	1%	i	9%	-15	-11%
O=C(c1ccc(COc2ccccc2[N+](=O)[O-])o1)N1CCCCC1
→ 1%	-5%	-19%	-2%	0%	i	6%	36	-6%
Cc1cccc2cc(CN(CCN(C)C)C(=S)Nc3ccccc3)c(=O)[nH]c12
→ -20%	8%	-1%	24%	-1%	i	-13%	-15	?
COc1ccc(S(=O)(=O)N2CCCCCC2)cc1C(=O)Nc1ccc(C)cn1
→ 5%	-12%	-3%	8%	3%	i	11%	-11	-79%[inhibitor]
O=C(CSc1nnc(SCc2ccc(Cl)cc2)s1)N/N=C/c1ccccc1C(=O)O
→ -4%	-4%	-9%	21%	-12%	i	-4%	?	2%
CCCC1=C([O-])C2N=CC=CC2=[N+](c2ccccn2)C1=O (configuration not stated)
→ 4%	-11%	4%	0%	16%	i	3%	-10	6%
COc1cc(OC)cc(C(=O)N2CCCC(Nc3ccc(F)cc3)C2)c1 (configuration not stated)
→ -8%	1%	2%	9%	-3%	i	3%	28	-3%
Cc1cccc(C)c1NC(=O)CNC(=O)c1c(C)nn(C)c1Cl
→ 3%	-26%	4%	-1%	-7%[2.22 µM]	?	2%	26	-55%[inhibitor][1.84 µM]
COc1ccc(CN([C@H](C)CO)S(=O)(=O)N(Cc2ccccc2)[C@H](CO)C(C)C)cc1
→ 8%	-11%	-20%&-18%	-6%&-3%	-10%	?	12%	0	-15%
N#Cc1ccc(NC(=O)CSc2nc3[nH]c(=O)cc(O)c3s2)cc1
→ 2%	1%	-25%	4%	.	.	2%	27	5%
COc1ccc([N+](=O)[O-])cc1NC(=O)c1ccc(N2C(=O)CCC2=O)cc1
→ 1%	6%	-2%	-1%	-11%	i	-5%	63	?
CC1CCC(NC(=O)C2COc3ccccc3O2)CC1 (configuration not stated)
→ 18%	-2%	-5%	-3%	36%[activator]	i	12%	-3	-6%
N#Cc1c(C(F)(F)F)cc(-c2cccs2)nc1SC(C(=O)O)c1ccccc1 (configuration not stated)
→ -8%	21µM*	-17%	-2%	16%	i	-24%	67	-14%

Reformatted as labelled records: entries from further up.
CC1CCC(NC(=O)C2COc3ccccc3O2)CC1 (configuration not stated)
  HT1080 IDH1KD tx: 18%
  MCF10A rerep: -2%
  HepG2 viability: -5%
  KB-3-1 tox: -3%
  ATXN2 expr inh: 36%[activator]
  ATXN viability: i
  HT1080-NT tox: 12%
  IL1B secr inh: -3
  SW480 rereplic: -6%
COc1ccc(CN([C@H](C)CO)S(=O)(=O)N(Cc2ccccc2)[C@H](CO)C(C)C)cc1
  HT1080 IDH1KD tx: 8%
  MCF10A rerep: -11%
  HepG2 viability: -20%&-18%
  KB-3-1 tox: -6%&-3%
  ATXN2 expr inh: -10%
  ATXN viability: ?
  HT1080-NT tox: 12%
  IL1B secr inh: 0
  SW480 rereplic: -15%
O=C(CSc1nnc(SCc2ccc(Cl)cc2)s1)N/N=C/c1ccccc1C(=O)O
  HT1080 IDH1KD tx: -4%
  MCF10A rerep: -4%
  HepG2 viability: -9%
  KB-3-1 tox: 21%
  ATXN2 expr inh: -12%
  ATXN viability: i
  HT1080-NT tox: -4%
  IL1B secr inh: ?
  SW480 rereplic: 2%

(next part)
Values run as follows: HT1080 IDH1KD tx	MCF10A rerep	HepG2 viability	KB-3-1 tox	ATXN2 expr inh	ATXN viability	HT1080-NT tox	IL1B secr inh	SW480 rereplic
Cc1noc(C)c1C(=O)NCCCN1CCCC1=O
→ -3%	14%	-7%	1%	2%	i	-5%	13	-1%
O=C(CN1C(=O)CSc2ccccc21)N1CCc2ccccc21
→ ?	-24%	-21%	9%	4%	i	7%	15	-1%
COc1cc(/C=N/NC(=S)N/N=C/c2cc(OC)c(OC)c(OC)c2)cc(OC)c1OC
→ -1%	8%	-3%	-2%	-2%	?	-5%	10	-7%
COc1ccc(C(=O)N2CCN(S(=O)(=O)c3ccc(Br)cc3)CC2)cc1
→ 2%	-8%	7%	0%	-18%	i	-1%	3	-2%
CCOC(=O)CN1C(=O)NC2NC(=O)NC21 (configuration not stated)
→ 8%	5%	5%	-1%	1%	i	15%	-6	-7%
O=C(COC(=O)/C=C/c1ccco1)NCc1ccco1
→ 11%	1%	5%	3%	.	i	12%	3	-46%[inhibitor]
Fc1cc(F)cc(NC(=S)NCCCN2CCOCC2)c1
→ 1%	-1%	2%	1%	-2%	i	4%	-4	-1%
O=c1c2cnn(-c3ccccc3)c2nnn1Cc1ccccn1
→ -1%	-9%	-6%	2%	3%	i	-5%	1	2%
O=C(CCNS(=O)(=O)c1ccccc1)NNC(=O)COc1ccccc1F
→ 4%	-3%	4%	14%	7%	i	-3%[9.24 µM]	12	4%
CCc1ccc(OCC(=O)N/N=C(\C)c2ccccc2OC(F)F)cc1
→ -8%	?	0%	-11%	-10%	i	-11%	-11	-123%[inhibitor]
O=C(CNCc1ccccc1)Nc1ccc(Oc2ccccc2)cc1
→ 6.5µM*	?	-1%	5.2µM*	-7%[11.3 µM]	i	7.3µM*	-58*	18µM*
CCCCNC(=O)C(=O)c1ccccc1NC(C)=O
→ -4%	8%	0%	-4%	2%	i	8%	14	-1%[9.22 µM]
O=C1c2ccccc2S(=O)(=O)c2cc(C(=O)N3CCN(c4ncccn4)CC3)ccc21
→ 5%	-4%	-20%	7%	-3%	i	3%	-22	-6%
Cc1ccc(C)c(N2CCN(S(=O)(=O)c3ccc4c(c3)CC(C)N4C(=O)C3CC3)CC2)c1 (configuration not stated)
→ 2%	5%	-2%	?	-25%	i	2%	-19	-8%
O=C(O)c1cc(-c2ccc(/C=N/NC(=S)Nc3ccccc3)o2)ccc1Cl
→ 1%	11%	-12%	-1%	6%	i	4%	30	19%
CC(NC(=O)Nc1ccc(Cl)cc1)C1CCCO1 (configuration not stated)
→ 11%	-3%	-1%	3%	25%	i	-4%	0	?
COc1cccc(CCNC(=O)CC2C(=O)NCCN2Cc2ccc(C)o2)c1 (configuration not stated)
→ -2%	-2%	4%	18%	2%	i	0%	8	?

Some of the entries so far, bar-delimited.
compound | HT1080 IDH1KD tx | MCF10A rerep | HepG2 viability | KB-3-1 tox | ATXN2 expr inh | ATXN viability | HT1080-NT tox | IL1B secr inh | SW480 rereplic
Cc1noc(C)c1C(=O)NCCCN1CCCC1=O | -3% | 14% | -7% | 1% | 2% | i | -5% | 13 | -1%
O=C(CN1C(=O)CSc2ccccc21)N1CCc2ccccc21 | ? | -24% | -21% | 9% | 4% | i | 7% | 15 | -1%
COc1cc(/C=N/NC(=S)N/N=C/c2cc(OC)c(OC)c(OC)c2)cc(OC)c1OC | -1% | 8% | -3% | -2% | -2% | ? | -5% | 10 | -7%
